Screens from PubChem BioAssay.
TLR9-MyD88 block: inhibitors of human TLR9-MyD88 binding; CHO BLA complementation TLR9-MyD88, CCF4 FRET ratio; Q9NR96+Q99836; AID 504734; inhibition, % at 4.98 µM; 340,000 tested, 0.21% active;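 active means inhibition above the mean over all tested compounds plus 3 SD, cut at about 21% in these data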;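 further: 0% = DMSO only wells and 100% = clavulanate BLA inhibitor control wells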
Target sequence (Q99836 whole entry, looked up): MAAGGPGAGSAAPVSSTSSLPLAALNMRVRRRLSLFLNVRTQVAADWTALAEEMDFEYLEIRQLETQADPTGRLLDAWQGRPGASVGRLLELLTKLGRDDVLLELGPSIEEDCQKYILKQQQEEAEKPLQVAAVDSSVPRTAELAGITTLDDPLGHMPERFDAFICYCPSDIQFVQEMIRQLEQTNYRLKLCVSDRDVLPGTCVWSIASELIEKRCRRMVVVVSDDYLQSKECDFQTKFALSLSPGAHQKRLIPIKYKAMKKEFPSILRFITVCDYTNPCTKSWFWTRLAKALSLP
Target sequence (Q9NR96 whole entry, looked up): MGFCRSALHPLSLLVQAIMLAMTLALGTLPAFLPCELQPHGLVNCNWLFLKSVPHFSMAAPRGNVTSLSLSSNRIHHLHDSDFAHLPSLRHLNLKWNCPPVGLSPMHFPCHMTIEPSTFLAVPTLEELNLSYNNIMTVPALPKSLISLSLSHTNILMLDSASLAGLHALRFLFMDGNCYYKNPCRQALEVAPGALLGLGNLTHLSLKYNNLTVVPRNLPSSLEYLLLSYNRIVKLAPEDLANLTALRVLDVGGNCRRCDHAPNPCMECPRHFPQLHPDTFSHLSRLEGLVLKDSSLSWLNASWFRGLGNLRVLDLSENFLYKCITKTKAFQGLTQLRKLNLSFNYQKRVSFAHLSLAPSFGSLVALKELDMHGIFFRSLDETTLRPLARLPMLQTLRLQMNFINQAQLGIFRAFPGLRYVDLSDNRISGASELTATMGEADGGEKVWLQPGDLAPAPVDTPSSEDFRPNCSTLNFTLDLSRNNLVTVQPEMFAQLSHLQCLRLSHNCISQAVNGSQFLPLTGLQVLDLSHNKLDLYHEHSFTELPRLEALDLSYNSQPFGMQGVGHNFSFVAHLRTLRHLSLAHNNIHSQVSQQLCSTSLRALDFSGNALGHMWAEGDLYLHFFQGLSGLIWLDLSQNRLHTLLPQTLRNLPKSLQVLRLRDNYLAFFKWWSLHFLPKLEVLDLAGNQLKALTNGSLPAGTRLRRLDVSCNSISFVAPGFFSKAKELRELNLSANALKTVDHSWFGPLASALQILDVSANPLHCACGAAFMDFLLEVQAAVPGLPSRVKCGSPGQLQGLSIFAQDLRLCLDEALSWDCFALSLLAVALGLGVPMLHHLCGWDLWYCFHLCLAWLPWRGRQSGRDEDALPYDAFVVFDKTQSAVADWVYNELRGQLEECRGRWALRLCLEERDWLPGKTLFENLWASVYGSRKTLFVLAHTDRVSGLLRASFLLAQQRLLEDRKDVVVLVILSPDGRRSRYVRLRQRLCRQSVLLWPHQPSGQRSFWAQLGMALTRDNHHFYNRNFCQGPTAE
NCOA2 inhibitor: inhibits human steroid receptor coactivator 2. HEK293 GAL4-SRC2 luciferase reporter, luminescence. inhibition, % at 9 µM. 370,000 tested, 0.17% active. AID 651957;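 active means inhibition above the mean inhibition of all tested compounds plus 3 SD, set per campaign, cut at about 52% in these data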;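 further: 0% = DMSO treated cells and 100% = cells given Gossypol at 36 µM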
H9c2 protect: protects H9c2 cardiomyocytes from peroxide injury; H2O2 injury protection, ATPLite, 2 h; protection from H2O2 cell death, % at 20 µM; 360,000 tested, 0.63% active; AID 588492;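 active means compounds giving at least 50% protection of heart cells from peroxide-induced death in the single-dose screen, raw or plate-pattern-corrected value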;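 further: 0% = DMSO wells with peroxide and 100% = DMSO wells without peroxide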
ABCB6 inh MLPCN: blocks the human ABCB6 transporter; Q9NP58; K562-ABCB6 porphyrin accumulation, flow cytometry, 1 h; active compounds read low; fluorescence ratio to DMSO, % at 10 µM; 360,000 tested, 0.19% active;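 active means fluorescence ratio to DMSO below 75%, the collection mean minus 3 SD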;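 further: signal is porphyrin accumulated inside mitochondria; 100% equals median channel fluorescence of DMSO control wells; lower ratio means ABCB6 inhibition with less porphyrin fluorescence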
ABHD5-PLIN5 inh: ABHD5-PLIN5 protein interaction inhibition | AID 602281 | inhibition, % at 4 µM | 360,000 tested, 0.78% active | Split G. princeps luciferase complementation, luminescence, 4 h;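 active means inhibition above the mean inhibition across every tested compound plus 3 SD, cut at about 22% in these data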;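 further: 0% = DMSO only wells and the 100% control is not disclosed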
NOD2-RIPK2 inh: inhibitors of human NOD2-RIPK2 interaction. CHO BLA complementation NOD2-RIPK2, CCF4 ratio. inhibition, % at 4.98 µM. 360,000 tested, 0.38% active. AID 624267; in the data active means inhibition above about 21%;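 further: 0% = vehicle only and 100% = reference blocker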
Glyco luc inh: blocks N-linked glycosylation in D54 reporter cells; D54 ERlucT glycosylation luciferase reporter, 24 h; percent of 100 nM tunicamycin response; reporter increase, % at 12.5 µM; 360,000 tested, 0.23% active;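 active means mean luciferase reporter signal, scaled so untreated is 0 and the glycosylation-blocking control 100, at or above a set limit in every replicate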;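 further: luciferase carries N-glycosylation sites so blocking glycosylation raises the light; 0% = median of neutral control wells and 100% = median of 100 nM tunicamycin wells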
MC4R antagonist: blocks human MC4R cAMP signaling; P32245; MC4R-expressing cells, MTII-stimulated cAMP, LANCE TR-FRET; inhibition, % at 6.5 µM; 360,000 tested, 0.48% active; AID 540295;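 active means inhibition above its plate's cutoff, the mean of tested wells on that plate plus 3 SD, cut at about 29% in these data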;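 further: 0% = Melanotan II alone and 100% = Melanotan II plus saturating MCL0020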
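System – human MC4R-expressing U2OS cells · Also added – Melanotan II · Dosing – one concentration, 6.5 µM nominal · Timing – 30-min compound, 1-h challenge, 1-h detection, room temperature · Measured by – Eu-cAMP/anti-cAMP TR-FRET, emission 671 nm · Replicates – singlicate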
HTR2A ag: mouse HTR2A agonism via beta-arrestin recruitment | P35363 | 360,000 tested, 0.66% active | activation, % at 7.6 µM | CHO-K1 mHTR2A beta-arrestin complementation, luminescence; percent of 30 µM serotonin response | AID 624169;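 active means activation above a run cutoff, the mean activation of all tested compounds plus 3 SD, cut at about 14% in these data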;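 further: 0% = plate median of compound wells and 100% = 30 µM serotonin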
MC4R ag barr: human MC4R agonism via beta-arrestin; 360,000 tested, 0.98% active; activation, % at 8.9 µM; U2OS MC4R beta-arrestin complementation, luminescence; percent of melanotan II response, DMSO zero; P32245; AID 540308;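 active means activation above a per-plate cutoff, the mean activation of sample wells on that plate plus 3 SD, cut at about 8% in these data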
* marks the source's active call; other numbers are inactive results; x = no result given.

canonical_smiles | TLR9-MyD88 block | NCOA2 inhibitor | H9c2 protect | ABCB6 inh MLPCN | ABHD5-PLIN5 inh | NOD2-RIPK2 inh | Glyco luc inh | MC4R antagonist | HTR2A ag | MC4R ag barr
COc1cc(C2NC(=O)NC(C)=C2C(=O)OCC2CCCCC2)ccc1O (centres undefined) | -2 | 9 | 8 | 100 | -6 | -8 | 3 | -2 | 2 | 0.6
Cc1ccc(S(=O)(=O)NCC2CCC(C(=O)NCCCN3CCC(C)CC3)CC2)cc1 (centres undefined) | -1 | -37 | -2 | 97 | 9 | 5 | -2 | 10 | -5 | -2.2
COc1ccc(CCNC(=O)CN2CCN(c3cccc(C(F)(F)F)c3)CC2)cc1 | -1 | -21 | -8 | 85 | 1 | 8 | 0 | 1 | -2 | 3.6
CC1(C)Cc2cccc(OCC(=O)N3CCN(c4ccc([N+](=O)[O-])cc4)CC3)c2O1 | -3 | 4 | -3 | 99 | 7 | 1 | 1 | 8 | 0 | -2.3
Cc1ccc(Nc2nc(-c3c(C)nc4ccccn34)cs2)cc1 | 0 | 38 | -14 | 92 | -67 | 18 | 2 | -19 | -3 | -1.9
O=C(Cn1cnc(S(=O)(=O)N2CCCC2)c1)Nc1ccccc1 | 0 | 12 | 6 | 92 | 11 | 7 | 0 | 5 | 3 | -1.0
Cc1nc2nc(-c3ccccc3)cn2nc1C | 5 | -61 | -6 | 100 | 7 | 0 | -16 | -1 | 1 | -0.4
COc1ccc(C2/C(=C(/O)c3ccccc3)C(=O)C(=O)N2c2ccccn2)cc1OC (centres undefined) | -7 | 5 | 14 | 98 | -1 | -4 | 2 | -6 | 4 | -1.8
CCCCN(Cc1ccccc1)S(=O)(=O)c1ccc2c(c1)n(C)c(=O)c(=O)n2C | -9 | 4 | -8 | 97 | 4 | 3 | -2 | 13 | 5 | 2.3
O=C(O)CCNC(=O)COc1ccc2c3c(c(=O)oc2c1)CCCC3 | 9 | -22 | 2 | 100 | 3 | -5 | 1 | 6 | -6 | -1.0
Cc1ccc(CNC(=O)Nc2ccccc2)n1C | 7 | -13 | -1 | 100 | 10 | -9 | 1 | 6 | 0 | -0.7
C=CCn1c(-c2oc3nc(-c4ccccc4)cc(-c4ccccc4)c3c2N)n[nH]c1=S | 1 | 13 | -4 | 102 | -14 | 34* | -3 | 0 | 2 | -4.1
Cc1csc(=O)n1CC(=O)OCC(=O)Nc1cc([N+](=O)[O-])ccc1Cl | -7 | -25 | -4 | 99 | -1 | -3 | 2 | -5 | 6 | -3.2
CCc1cc2cc(C)ccc2nc1SCC(=O)NC1CCCC1 | -12 | 6 | -8 | 95 | -4 | 3 | -4 | 5 | 1 | 11*
Nc1ccc(OCCCc2c(N)nc(N)nc2N)cc1 | 2 | -9 | -2 | 100 | -1 | 11 | 2 | 15 | 3 | -1.6
COC(=O)C(OC(=O)c1ccccc1)C(C)Br (centres undefined) | 0 | -21 | 10 | 107 | 0 | -10 | 2 | 8 | -1 | 0.9
CC(C)(C)c1nnc(NS(C)(=O)=O)s1 | -8 | -11 | 4 | 100 | 19 | 0 | -2 | -6 | 3 | 0.8
COc1ccccc1CN1CC(C(=O)N(C)Cc2ccncc2C)CCC1=O (centres undefined) | -23 | 8 | 2 | 104 | -3 | -5 | 2 | 9 | 0 | -0.3
COc1ccc(NC(=O)CN(C)C(=O)c2ccc(S(=O)(=O)Nc3ccccc3C)cc2)cc1 | -12 | -22 | -5 | 102 | -2 | 7 | -2 | 1 | -1 | -3.1
Cc1nn(C/C(C#N)=N\O)c(C)[n+]1N | -3 | -12 | -2 | 85 | 3 | 0 | 2 | -4 | 2 | 0.6
COCCCNC(=S)N1CCN(C(=O)C(=O)Nc2ccc(C(=O)OC)cc2)CC1 | 18 | 0 | -5 | 92 | -1 | -6 | 1 | 0 | 0 | -1.8
c1ccc(OCCSc2nnnn2C2CCCCC2)cc1 | -14 | -54 | -21 | 96 | 4 | 4 | -8 | 7 | 0 | 0.8
Cc1ccc(NC(=O)CCCNC(=O)c2ccc(Cl)cc2)cc1S(=O)(=O)N1CCCCC1 | 1 | -3 | 0 | 97 | 2 | 2 | 1 | 4 | -1 | -2.2
O=C(Nc1ccccc1)N1CCCC(CNS(=O)(=O)Cc2ccccc2)C1 (centres undefined) | 5 | 6 | 2 | 105 | -5 | 9 | 1 | 10 | -2 | -0.4
O=C(O)C1=C[C@@H](C2CC2)C[C@@H](OCCCCO)O1 | 1 | 9 | 0 | 105 | 5 | -1 | 4 | -1 | 3 | 1.1
CCCOc1ccc(N2C(=O)CC(N(Cc3ccco3)C(C)=O)C2=O)cc1 (centres undefined) | 5 | -13 | 2 | 99 | -1 | -2 | 2 | 9 | 2 | -0.6
O=C1CCCc2[nH]nc(-c3cccnc3)c21 | 4 | -10 | 3 | 99 | 0 | -5 | 6 | 3 | 4 | -0.7
COc1ccc(N2CCN(Cc3cc(=O)c(OCC(=O)NC4CCCC4)co3)CC2)cc1 | 3 | 18 | 6 | 102 | -2 | -15 | 0 | -2 | 1 | 1.2
O=S(=O)(O)c1nnc2sc3ccccc3n12 | 9 | 28 | 4 | 92 | 4 | 2 | -1 | 9 | -1 | -0.9
CCN(C(=O)c1cn(C)c(=O)c2ccccc12)c1ccccc1F | 14 | -13 | -6 | 100 | 4 | -17 | 1 | 4 | 2 | 0.4

(next part)
| SMILES | TLR9-MyD88 block | NCOA2 inhibitor | H9c2 protect | ABCB6 inh MLPCN | ABHD5-PLIN5 inh | NOD2-RIPK2 inh | Glyco luc inh | MC4R antagonist | HTR2A ag | MC4R ag barr |
| --- | --- | --- | --- | --- | --- | --- | --- | --- | --- | --- |
| CCc1ccc(C(=O)Cn2ccsc2=N)cc1 | -6 | -86 | -19 | 108 | -3 | 1 | -15 | 16 | -2 | -0.7 |
| COc1ccc(OC)c(-n2c(=S)[nH]c3c(sc(=S)n3-c3ccccc3)c2=O)c1 | 0 | -12 | 1 | 98 | -10 | 3 | -1 | -5 | -5 | -2.9 |
| CCCCc1nc2ccccc2c(=O)n1NC(=O)c1c(O)c2c(n(CC(C)C)c1=O)CCCC2 | -5 | -10 | -5 | 94 | -1 | -2 | -2 | 10 | -1 | -0.8 |
| Cc1c(/C(O)=C2/C(=O)C(=O)N(CCN3CCOCC3)C2c2ccco2)cnn1-c1ccccc1 (centres undefined) | -7 | 44 | 1 | 104 | 5 | -12 | -10 | 5 | 0 | -1.3 |
| COP(=O)(OC)c1nc(-c2cccc3ccccc23)oc1N1CCOCC1 | -14 | 0 | -6 | 92 | 5 | 3 | -1 | 8 | 2 | -1.6 |
| O=C(CSc1nnnn1C1CCCC1)N1CCCc2ccccc21 | 6 | -25 | 2 | 95 | 11 | 6 | -1 | 8 | -1 | -0.6 |
| Cc1cc(NC(=O)CCC(=O)N(CC(=O)NCC2CCCO2)c2ccc(C(C)C)cc2)no1 (centres undefined) | -4 | -1 | -3 | 94 | -18 | -3 | 1 | 8 | 3 | 1.4 |
| COc1cc(/C=C(\C#N)C(=O)NCC2CCCO2)cc(OC)c1OC (centres undefined) | -4 | 25 | -3 | 97 | 0 | -4 | 1 | -3 | 7 | 1.0 |

Among those listed so far, these have a furan ring, fused or not.
| SMILES | TLR9-MyD88 block | NCOA2 inhibitor | H9c2 protect | ABCB6 inh MLPCN | ABHD5-PLIN5 inh | NOD2-RIPK2 inh | Glyco luc inh | MC4R antagonist | HTR2A ag | MC4R ag barr |
| --- | --- | --- | --- | --- | --- | --- | --- | --- | --- | --- |
| C=CCn1c(-c2oc3nc(-c4ccccc4)cc(-c4ccccc4)c3c2N)n[nH]c1=S | 1 | 13 | -4 | 102 | -14 | 34* | -3 | 0 | 2 | -4.1 |
| CCCOc1ccc(N2C(=O)CC(N(Cc3ccco3)C(C)=O)C2=O)cc1 (centres undefined) | 5 | -13 | 2 | 99 | -1 | -2 | 2 | 9 | 2 | -0.6 |
| Cc1c(/C(O)=C2/C(=O)C(=O)N(CCN3CCOCC3)C2c2ccco2)cnn1-c1ccccc1 (centres undefined) | -7 | 44 | 1 | 104 | 5 | -12 | -10 | 5 | 0 | -1.3 |

(further entries)
| SMILES | TLR9-MyD88 block | NCOA2 inhibitor | H9c2 protect | ABCB6 inh MLPCN | ABHD5-PLIN5 inh | NOD2-RIPK2 inh | Glyco luc inh | MC4R antagonist | HTR2A ag | MC4R ag barr |
| --- | --- | --- | --- | --- | --- | --- | --- | --- | --- | --- |
| COC(=O)[C@]12CCCCC=C1N(Cc1ccc(Cl)cc1Cl)C(=O)[C@H](CC(=O)NCc1cccs1)C2 | x | 8 | x | 96 | -16 | -16 | x | x | 11 | x |
| CCN(CC)c1ccc(/C=C/c2cc(-c3ccccc3)c3ccccc3n2)cc1 | 55* | 38 | -17 | 333 | 1 | 69* | -3 | 3 | 5 | -1.5 |
| N#CC1(NC(=O)CN2CCN(S(=O)(=O)c3ccccc3F)CC2)CCCC1 | -5 | -6 | 2 | 107 | 5 | -5 | 0 | 18 | -5 | 1.0 |
| CCOc1cccc(-c2nnc3sc(-c4cccs4)nn23)c1 | 9 | -7 | 0 | 100 | 3 | 2 | -2 | -3 | 0 | 3.8 |
| O=C(Nc1nnc([C@H]2C[C@H](O)[C@@H](CO)O2)s1)Nc1ccccc1Oc1ccccc1 | x | -21 | 6 | 95 | 1 | 4 | 1 | 9 | -3 | -1.2 |
| COc1ccc(C[C@H]2CN3C(=NC[C@H]3Cc3ccccc3)N2CCNC(=O)c2ccc(C)c(Br)c2)cc1 | 4 | x | -34 | 90 | 5 | 9 | -16 | 9 | -8 | 16* |
| CC(C)c1ccc(CNn2cnnc2)cc1 | -6 | -2 | 0 | 98 | -2 | 4 | 2 | 5 | 3 | -1.7 |
| O=C(CSc1nnc(SCc2ccc(Cl)cc2)s1)N/N=C/c1ccccc1C(=O)O | -2 | -23 | -3 | 93 | 1 | 2 | 0 | 2 | 1 | -0.5 |
| COC(=O)c1cc(S(=O)(=O)NCc2ccccc2)cn1C | -6 | 27 | -2 | 100 | 5 | -10 | -3 | 4 | 0 | -0.9 |
| O=S(=O)(c1c(F)cccc1F)N1CCN(Cc2c(O)ccc3ccccc23)CC1 | 2 | -4 | 12 | 96 | 27* | 6 | -1 | 1 | 1 | -1.7 |
| N#Cc1cc2ccccc2nc1SCC(=O)Nc1ccc(S(=O)(=O)N2CCCC2)cc1 | 6 | 14 | -2 | 99 | 3 | 7 | -2 | 5 | -5 | -0.8 |
| COc1ccc(N(CC(=O)NCc2ccccc2)S(C)(=O)=O)cc1 | -2 | 8 | 0 | 87 | -1 | -6 | 2 | -2 | -4 | -2.1 |
| COc1ccc(NCC(=O)n2c(C)c(C)c3ccccc32)cc1OC | -6 | -5 | 12 | 98 | 5 | -3 | 1 | 12 | 1 | 0.2 |

These rows are one share of the data; the hit share may differ from the screen's.
